# Bioassay records deposited in PubChem BioAssay by University of Kansas High Throughput Screening Laboratory.
# Pf apPOL inh = Pf-apPOL DNA polymerase inhibition; Recombinant Pf-apPOL, molecular beacon fluorescence, 1.5 h; inhibition, % at 10 µM; 0.25% of 210,000 active; AID 1794808
# mHTT-CaM PPI inh = inhibitors of human mutant huntingtin-calmodulin interaction; AlphaScreen His-mHTT/GST-CaM binding, luminescence; inhibition, % at 15 µM; 3.6% of 190,000 active; P42858;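 also: 0% = both proteins with DMSO and 100% = one protein alone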
# Numbers without * were called inactive; / = no result given; & = joins results of further samples. Rule as the data show it: active = inhibition above about 50%; inactive = the rest. A portion of the library (hit frequency here may not be typical).
no.	Compound	Pf apPOL inh	mHTT-CaM PPI inh
1	Cc1nc2ccccc2c(=O)n1-c1ccc(NC(=O)c2ccc(Cl)s2)cc1	-12	16
2	COc1ccc(N2CCN(C(=O)C3(c4ccc(NC(=O)C5CC5)cc4)CCC3)CC2)cc1	3	5
3	O=C(O)C1CC=C(Cl)CC1C(=O)Nc1cncs1 (stereo not given)	-1	-1
4	Clc1ccc(-c2nc(NCc3cccnc3)c3ccccc3n2)c(Cl)c1	1	12
5	COc1ccc(-c2cc3nc4c(c(=O)n3[nH]2)CN(C(=O)C(C)(C)C)CC4)cc1	7	2
6	CC(C)(C)N=C1Nc2ccccc2NC12CCCN(C(=O)c1ccncc1)C2 (stereo not given)	16	18
7	CCc1ccccc1NC(=O)C1CCN(C(=O)c2cc3ccsc3[nH]2)CC1	5	12
8	CC(=O)Nc1cc(-c2nc3cc(C)ccc3o2)ccc1Cl	5	3
9	CCOCCCNC(=O)N1CCn2c(C)ccc2C1C(C)C (stereo not given)	5	18
10	Cc1ccc(S(=O)(=O)Nc2cc(C)c(O)c(Sc3ncn[nH]3)c2)cc1	-6	8
11	COc1cccc(Oc2c(C)oc3cc(OS(C)(=O)=O)ccc3c2=O)c1	5	0
12	CCCOc1ccc(/C=C2/N=C(c3ccccc3F)OC2=O)cc1OC	-92	31
13	Cc1ccc(NC(=O)Nc2nnc(COc3ccc([N+](=O)[O-])cc3)s2)cc1	-3	4
14	Cc1cc(C)n(Cc2ccc(F)c(F)c2)c1C(=O)NCc1ccccn1	-8	30
15	O=C(c1ccccc1)c1ccccc1NC(=O)C1CCCN1Cc1ccccc1 (stereo not given)	0	/
16	Cc1ccccc1-n1nc2c(c1NC(=O)c1c(F)cccc1F)CS(=O)C2 (stereo not given)	-2	1
17	OC1(CC#CCN2CCCCCC2)c2ccccc2-c2ccccc21	-3	3
18	O=C(Nc1ccc(I)cc1Cl)c1cccc(Cl)c1Cl	-9	-9
19	COc1ccc(C2=NOC(C(=O)N3CCN(Cc4ccccc4)CC3)C2)cc1OC (stereo not given)	-5	15
20	CCCCN(CC)C(=O)c1cc(Cl)ccc1OC	-3	-8
21	CC(=O)c1cccc(NC(=O)c2ccc3nccnc3c2)c1	6	-5
22	COc1ccc(-c2nc(NC3CCCCC3)c3ccccc3n2)cc1OC	-1	21
23	Cc1ccc(Cn2cc(CN3CC(N4CC=CC4)CS3(=O)=O)nn2)cc1 (stereo not given)	-7	-7
24	O=C(Nc1ccc(-n2nncc2-c2ccccc2)cc1)c1ccc(F)cc1	-16	24
25	CCCNC(=O)c1cc2c(s1)CCN(C(=O)c1ccc(C)cc1)C2	-4	-5
26	O=C1OC(C(=O)O)Cc2ccc(Br)cc21 (stereo not given)	-1	0
27	COc1ccc2cc3cc(C(=O)Nc4ccccc4F)oc3nc2c1	3	9
28	Cc1ccc(C(=O)N2CCC(c3nc(CNC(=O)C(C)C)cs3)CC2)cc1F	0	-4
29	CCCOc1ccc(CN2CCCC2c2cc(CC)no2)cc1 (stereo not given)	-2	-17
30	CC(C)CCC1(CCNCc2ccco2)CCOC(C)(C)C1 (stereo not given)	-5	19

# 14 structures already listed, sorted by heavy-atom count, rising.
no.	Compound	Pf apPOL inh	mHTT-CaM PPI inh
26	O=C1OC(C(=O)O)Cc2ccc(Br)cc21 (stereo not given)	-1	0
20	CCCCN(CC)C(=O)c1cc(Cl)ccc1OC	-3	-8
18	O=C(Nc1ccc(I)cc1Cl)c1cccc(Cl)c1Cl	-9	-9
8	CC(=O)Nc1cc(-c2nc3cc(C)ccc3o2)ccc1Cl	5	3
9	CCOCCCNC(=O)N1CCn2c(C)ccc2C1C(C)C (stereo not given)	5	18
29	CCCOc1ccc(CN2CCCC2c2cc(CC)no2)cc1 (stereo not given)	-2	-17
25	CCCNC(=O)c1cc2c(s1)CCN(C(=O)c1ccc(C)cc1)C2	-4	-5
17	OC1(CC#CCN2CCCCCC2)c2ccccc2-c2ccccc21	-3	3
14	Cc1cc(C)n(Cc2ccc(F)c(F)c2)c1C(=O)NCc1ccccn1	-8	30
22	COc1ccc(-c2nc(NC3CCCCC3)c3ccccc3n2)cc1OC	-1	21
6	CC(C)(C)N=C1Nc2ccccc2NC12CCCN(C(=O)c1ccncc1)C2 (stereo not given)	16	18
15	O=C(c1ccccc1)c1ccccc1NC(=O)C1CCCN1Cc1ccccc1 (stereo not given)	0	/
19	COc1ccc(C2=NOC(C(=O)N3CCN(Cc4ccccc4)CC3)C2)cc1OC (stereo not given)	-5	15
2	COc1ccc(N2CCN(C(=O)C3(c4ccc(NC(=O)C5CC5)cc4)CCC3)CC2)cc1	3	5

# Following part.
no.	Compound	Pf apPOL inh	mHTT-CaM PPI inh
31	CCc1ccccc1NC(=O)NCCC1CCN(C(=O)Nc2cccc(Cl)c2)CC1	5	-2
32	O=C(NCCCCc1ccccc1)C1CCCC1	4	-17
33	Cc1ccc(N2C(=O)c3ccccc3C2C(=O)NC2CCCCC2)cc1C (stereo not given)	-7	32
34	Cc1nc(C2CCCN(C(=O)c3nccc4ccccc34)C2)n[nH]1 (stereo not given)	10	1
35	FC(F)(F)c1ccc(SCc2ccc(-c3ncns3)cc2)nc1	5	/
36	N#CC1=C(SCc2ccccc2)NC(=O)CC1c1ccc(Cl)cc1 (stereo not given)	-2	7
37	CSc1ccccc1NC(=O)c1ccc(N2CCCCS2(=O)=O)cc1	3	-8
38	CC1CN(C(=O)Nc2ccc(F)cc2)c2cc(Cl)ccc2O1 (stereo not given)	-5	-13
39	COc1ccc(C2=CC(c3ccc(F)cc3)n3ncnc3N2)cc1 (stereo not given)	-6	9
40	Cc1cccc(C2CC(c3ccccc3)Nc3nc(N)nn32)c1 (stereo not given)	3	15
41	Cc1ccc(/C=C2\N=C(c3ccccc3Cl)OC2=O)cc1	-2	4
42	O=C(COc1ccccc1Cl)Nc1ccc2c(c1)OCCO2	0	-10
43	C=C(O)c1ccc(-c2nnn(Cc3ccc(C)cc3)n2)cc1	/	-1
44	CCOC(=O)C(CC)n1cnc2c(cnn2-c2ccccc2)c1=O (stereo not given)	-6	-17
45	O=C(NC1CCc2ccccc21)C1CCN(c2cnn(Cc3ccccc3)c(=O)c2)CC1 (stereo not given)	-2	13
46	Cc1cccc(C)c1N(C)S(=O)(=O)c1ccc2[nH]cc(C(=O)NCc3cccnc3)c(=O)c2c1	-7	28
47	COc1ccc(CCNC(=O)c2ccc3c(c2)nc(C)n3-c2cccc(C)c2)cc1OC	43	20
48	COc1ccc(C2CN(S(=O)(=O)c3ccc(F)c(C)c3)CCN2C)cc1 (stereo not given)	-2	5
49	Cc1ccsc1/C=C1N=C(/C=C/c2ccc([N+](=O)[O-])cc2)OC\1=O	3	18
50	COc1cccc(-n2nc(C(=O)Nc3ccc(F)cc3)c3ccccc3c2=O)c1	3	-11
51	CC(=O)c1cc2ccccc2o1	-7	11
52	O=C(NC1CCN(c2ccccc2C(=O)N2CCOCC2)CC1)c1ccccc1	-2	2
53	CC(NC(=O)C1CCN(c2ccc(Cl)cc2F)C1=O)c1ccccc1 (stereo not given)	-4	-5
54	Cn1c(=O)c(N2CCN(C(=O)COc3ccc(F)c(F)c3)CC2)nc2ccncc21	-3	8
55	CC(=O)N(C)c1ccc(NC(=O)c2ccc(C(C)(C)C)cc2)cc1	-4	9
56	CC1=C(C(=O)Nc2ccc(C)cc2C)C(c2ccc(F)cc2)n2ncnc2N1 (stereo not given)	1	-2
57	CNC(=O)NCc1c(N(C)C)cccc1N(C)C	-11	/
58	Nc1ncnc(Sc2nc3ccccc3o2)c1[N+](=O)[O-]	2	75*
59	CSc1ccc(Cl)c(C(=O)N2CCC(c3nc(C(=O)N4CCCC4)c(C)o3)CC2)c1	1	18
60	Cc1ccc(NC(=O)Cn2nc(N(C)C)c3ccccc3c2=O)c(C)c1	0	-5
61	O=C(Cc1ccc(Cl)cc1)Nc1ccc(Br)cc1F	-2	-2
62	O=C(Nc1ccc(N2CCOCC2)c(Cl)c1)c1ccccc1	-156	-7
63	COc1ccc(S(=O)(=O)NCc2nnnn2C2CCCCC2)cc1C	-8	-20
64	CC(C)(C)c1csc(CN2CCN(C(=O)c3ccc([N+](=O)[O-])o3)CC2)n1	-6	-5
65	CCN(CC)CCNCC1CCOC(C)(C)C1 (stereo not given)	0	1
66	O=C1CCC(=O)N1CNc1ccc(Cl)c(Cl)c1	0	36
67	Cc1ccc(C)c(C(=O)NC2CCN(c3nnc4ccc(Cl)cn34)CC2)c1	0	2
68	O=C(Nc1cc(Cl)cc(Cl)c1)Nc1csc(Cc2c(Cl)cccc2Cl)n1	0	/
69	Cc1ccc(C2CC(C(F)(F)F)n3nc(C(=O)NCc4cccnc4)c(Cl)c3N2)cc1 (stereo not given)	-7	23
70	O=C(CC(=O)Nc1ccc(F)c(Cl)c1)Nc1ccc(F)c(Cl)c1	-2	-3
71	COc1ccccc1N1CCN(C(=O)c2cccc(C)c2)C(C)C1=O (stereo not given)	0	-6
72	COc1ccc(OCC(=O)N2CCN(c3ccccn3)CC2)cc1	-2	-1
73	Cc1ccc(S(=O)(=O)N2CCN(CCOC(=O)CCC(=O)O)CC2)cc1	-2	-3
74	CCOc1ccc(NS(=O)(=O)c2ccc(NC(=O)c3ccccc3Br)cc2)cc1	0	13
75	CCN1CCC2(CC1)N=C(c1ccc(C)c(C)c1)CC(c1cc(Cl)ccc1O)N2 (stereo not given)	-4	15
76	COc1ccc(Cl)cc1NC(=O)NCCc1ccc(N(C)C)cc1	-3	55*
77	CCn1ccc2c(cc(C(=O)Nc3ccc(C)c(Cl)c3)n2C)c1=O	-9	-1
78	CCc1ccc(/C=c2\sc3nc(=O)c(Cc4ccccc4)nn3c2=O)cc1	5	8
79	CC(C)c1nnc(NC(=O)C(C(C)C)N2C(=O)c3ccccc3C2=O)s1 (stereo not given)	-2	13
80	CCc1ccc(NC(=O)N2CCOc3ccccc32)cc1	-4	-7
81	CCn1c(C2CCN(C(=O)c3ccc(OC)cc3)C2)nc2cccnc21 (stereo not given)	-5	-1
82	CCc1nnc(NC(=O)c2cc3c([nH]c4ccccc43)c(C)n2)s1	6	1
83	COc1ccc(/C=c2\sc3nc(=O)c(C)nn3c2=O)cc1OC	0	-6
84	COc1ccccc1CC(=O)Nc1cnc(C)nc1	-2	-2
85	CC1CCCN(C(=O)c2ccc3c(c2)nc2n3CCN(C3CCCCC3)C2=O)C1 (stereo not given)	0	1
86	CCOC(=O)c1cnc2c(c(C)nn2C)c1NCc1ccco1	-2	/
87	O=C1CS/C(=C(\C(Cl)=C(Cl)Cl)[N+](=O)[O-])N1c1ccc(Cl)cc1	-4	33
88	COc1ccc(CCN2C(=O)CSC2c2ccc3c(c2)OCO3)cc1OC (stereo not given)	-2	0
89	CCOc1ccc(C(=O)NC(C)(C)C)cc1[N+](=O)[O-]	2	0
90	O=C(NCCC1=CCCCC1)C(=O)Nc1ccc([N+](=O)[O-])cc1	-9	-4

# (cont.)
no.	Compound	Pf apPOL inh	mHTT-CaM PPI inh
91	C=CCn1c(SCc2c(C)noc2C)nc2sc(C)c(C)c2c1=O	-19	1
92	CS(=O)(=O)N1CCC(C(=O)N2CCN(C(=O)C3CC3c3cccs3)CC2)CC1 (stereo not given)	-5	-11
93	O=C(Nc1nc(-c2cc([N+](=O)[O-])cs2)cs1)c1ccc(S(=O)(=O)N2CCCCC2)cc1	-92	7
94	COc1ccc(C(=O)NCCc2ccc(S(N)(=O)=O)cc2)cc1[N+](=O)[O-]	-2	0
95	C=CCN(c1nc(C)cc(OC)n1)S(=O)(=O)c1ccccc1	3	-18
96	O=C1Nc2ccccc2N(O)N1c1cccc(C(F)(F)F)c1	7	-4
97	Cc1ccccc1CN1C(=O)/C(=C/C(=O)NCCCOC(C)C)Sc2ccccc21	-7	9
98	O=C(Cc1ccccc1Cl)Nc1cnc(N2CCOCC2)nc1	-3	-4
99	CCCCc1ccc(NC(=O)N2CCc3c(nc[nH]c3=O)C2)cc1	-3	14
100	CCN1CCCn2cc(S(=O)(=O)Nc3ccccc3C)cc2C1=O	4	6
101	COCc1cc(=O)n2[nH]c(-c3ccc(Cl)cc3)cc2n1	1	-6
102	CC(C)(C)NC(=O)NCCC1CCN(S(=O)(=O)c2ccccc2)CC1	-13	35
103	Cc1ccc(C(=O)O)cc1NC(=O)CCC(=O)O	5	-2
104	O=C(NC1CC1)c1ccc(CN2C(=O)C3CCCN3C(=O)c3ccccc32)cc1 (stereo not given)	-4	3
105	COc1ccc(OC)c(C2CC(c3ccc(Br)cc3)=NN2S(C)(=O)=O)c1 (stereo not given)	2	1
106	COc1ccc(OCC(=O)Nc2cccc(O)c2)cc1	-4	0
107	C[C@H]1COc2cc(N(C)CCO)ccc2S(=O)(=O)N1	-6	-11
108	CS(=O)(=O)N1CCN(C(=O)CCC2CCN(c3cc(NC4CC4)ncn3)CC2)CC1	-3	3
109	O=C(CSc1nccn1-c1cccc(Cl)c1)Nc1ccccc1F	4&-7	32&24
110	O=C1CCCC(=O)N1CCS(=O)(=O)N1CCN(Cc2ccc3c(c2)OCO3)CC1	-2	-9
111	O=C(NCCc1ccccn1)C1CCCN(c2cnn(Cc3ccccc3)c(=O)c2)C1 (stereo not given)	-9	9
112	O=C(O)CC(NC(=O)Nc1ccccc1)c1ccsc1 (stereo not given)	-32	/
113	COc1ccc(NC(=O)C2CC(=O)N(c3cc(C)cc(C)c3)C2)cc1 (stereo not given)	-4	-2
114	COc1cc(OC)cc(C(=O)Nc2ccc3sccc3c2)c1	-1	-1
115	COc1ccc(CC(=O)c2ccc(O)c(CN3CCCCC3)c2O)cc1	-57	5
116	COc1ccc(C)cc1NC(=O)c1cc(S(=O)(=O)NCc2ccc(F)cc2)ccc1F	38	10

# Entries by screen from the entries so far.
# Nos. 97 to 108 in mHTT-CaM PPI inh read 9, -4, 14, 6, -6, 35, -2, 3, 1, 0, -11, 3
